Bioassay records deposited in PubChem by several laboratories.
FXIIa inh 1536 = inhibitors of human coagulation factor XIIa | purified FXIIa, Boc-QGR-AMC fluorogenic substrate, 2 h | inhibition, % at 5 µM | 220,000 compounds, 0.3% hits; in the data active = inhibition above about 40%;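 also: 0% = enzyme with no compound and 100% = blank without enzyme; many of its hits are not listed in these tables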
TNF death inh = TNF-alpha cell death inhibition in Jurkat FADD-/- cells; 220,000 compounds, 0.068% hits; activation (protection from cell death), % at 10 µM; Jurkat FADD-/- TNF necroptosis rescue, ATP luminescence, 24 h; 0 = TNF only, 100 = no-TNF cells;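 active = activation, meaning protection from cell death, of at least 50% relative to plate controls; inactive = activation below 50%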;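 also: necroptosis triggered by 40 ng/mL TNF-alpha added together with compound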
zVAD death inh = blocks zVAD induced death of L929 cells. L929 zVAD necroptosis rescue, ATP luminescence, 24 h; with zVAD 60 µM. viability rescue, % at 10 µM. 220,000 compounds, 0.38% hits. AID 1377;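 active = activation, scaled between plate controls, above about 75%, limit read from the data; inactive = activation under that limit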;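 also: 0% = zVAD with DMSO and 100% = DMSO alone without zVAD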
Hck Nef HTS = human Hck-Nef kinase inhibition; 220,000 compounds, 0.68% hits; Recombinant Hck-YEEI plus Nef, Z-Lyte FRET kinase assay; inhibition, % at 20 µM; AID 463187; P08631;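 active = Hck-Nef kinase inhibition above about 50%, limit read from the data; inactive = inhibition below that limit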;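 also: 0% = DMSO with Hck plus Nef and 100% = Hck alone without Nef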
Target sequence (P08631 whole entry, looked up): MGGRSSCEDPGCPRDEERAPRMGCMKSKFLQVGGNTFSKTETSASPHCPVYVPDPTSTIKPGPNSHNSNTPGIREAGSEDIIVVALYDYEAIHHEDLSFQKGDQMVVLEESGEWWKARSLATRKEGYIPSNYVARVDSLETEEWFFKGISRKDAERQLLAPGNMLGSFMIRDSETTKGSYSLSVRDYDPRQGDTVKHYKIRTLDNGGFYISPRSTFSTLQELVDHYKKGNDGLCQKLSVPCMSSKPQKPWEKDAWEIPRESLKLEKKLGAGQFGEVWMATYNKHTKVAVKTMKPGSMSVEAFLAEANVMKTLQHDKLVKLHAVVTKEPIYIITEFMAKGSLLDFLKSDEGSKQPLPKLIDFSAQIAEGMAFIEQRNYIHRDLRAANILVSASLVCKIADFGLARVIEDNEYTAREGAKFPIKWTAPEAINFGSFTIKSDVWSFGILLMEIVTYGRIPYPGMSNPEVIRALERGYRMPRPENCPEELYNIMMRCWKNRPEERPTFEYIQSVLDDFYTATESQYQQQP
KLK5 inh = blocks human kallikrein 5 protease activity. Q9Y337. recombinant hK5, fluorogenic AMC substrate cleavage. inhibition, % at 5 µM. 210,000 compounds, 0.59% hits;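 active = inhibition of 40% or more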;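 also: 0% = enzyme controls without compound and 100% = no-enzyme blanks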
Target sequence (Q9Y337 67-293 limits assumed): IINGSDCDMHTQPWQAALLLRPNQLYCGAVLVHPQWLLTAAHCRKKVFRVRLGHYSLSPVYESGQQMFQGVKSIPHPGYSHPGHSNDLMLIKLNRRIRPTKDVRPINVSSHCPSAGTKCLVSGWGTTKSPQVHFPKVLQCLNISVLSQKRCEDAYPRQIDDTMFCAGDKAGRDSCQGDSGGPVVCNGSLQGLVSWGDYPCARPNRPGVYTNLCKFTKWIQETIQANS
KCC2 mod = modulates chloride dependent transport by human KCC2 | Q9H2X9 | KCC2 cells, thallium flux FluoZin-2 fluorescence | B-score of Tl+ flux slope (higher = more flux/activation; lower = inhibition) at 10 µM | 190,000 compounds, 2.2% hits;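 active = thallium flux slope and its plate-corrected score both differing from the plate sample mean at a set confidence after two filtering rounds, in either direction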;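 also: slope of fluorescence scaled to starting intensity during 10 to 20 s after thallium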
Thrombin inh = blocks human thrombin protease activity; 220,000 compounds, 0.26% hits; inhibition, % at 5 µM; AID 1046; alpha-thrombin, Boc-VPR-AMC fluorogenic substrate cleavage; P00734;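 active = inhibition at or above 40%; inactive = inhibition below 40%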;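 also: 0% = enzyme with no compound and 100% = wells without enzyme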
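Test system: human alpha-thrombin protein / Dosing: one concentration per compound, 5 µM, with 0.2% DMSO / Medium: pH 7.5 Tris-saline with Tween 20 / Benchmarks: no-compound enzyme wells and no-enzyme blanks / Read-out basis: percent inhibition of thrombin substrate cleavage / Timing: reaction at room temperature / Measured by: fluorescence, ex 355 nm, em 460 nm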
Rad51 HR inh = Rad51 (human) homologous recombination inhibition | hRad51 DNA strand exchange, fluorescence dequenching | 200,000 compounds, 0.085% hits | AID 1385 | Q06609 | inhibition, % at 10 µM;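 active = inhibition above 40% at the single screening dose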;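 also: 0% = DMSO control wells and 100% = blanks with heterologous ssDNA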
Target sequence (Q06609 whole entry, looked up): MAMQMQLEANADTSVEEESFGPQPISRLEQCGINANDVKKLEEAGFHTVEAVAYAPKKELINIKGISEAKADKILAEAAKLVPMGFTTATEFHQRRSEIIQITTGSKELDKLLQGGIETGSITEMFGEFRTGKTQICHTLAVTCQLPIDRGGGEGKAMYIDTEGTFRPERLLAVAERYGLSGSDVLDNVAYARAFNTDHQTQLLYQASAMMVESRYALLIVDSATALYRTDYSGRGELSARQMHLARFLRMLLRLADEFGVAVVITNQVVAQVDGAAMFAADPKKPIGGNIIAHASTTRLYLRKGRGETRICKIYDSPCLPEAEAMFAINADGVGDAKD
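Assay system: Human Rad51 nucleoprotein filaments preassembled on unlabelled ssDNA | Reagent: Donor/quencher-labelled 47-bp dsDNA substrate | Doses: One concentration, 10 µM final | Times: 37 °C 15-min filament assembly, 30-min compound preincubation, 15-min exchange | Technique: Fluorescein emission 520 nm, excitation 485 nm | Benchmarks: Plate control and blank wells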
FXIa inh = inhibitors of human coagulation factor XIa | 220,000 compounds, 0.14% hits | purified FXIa, Boc-Glu-Ala-Arg-AMC fluorogenic substrate | P03951 | inhibition, % at 5 µM;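 active = inhibition of at least 40%; inactive = inhibition below 40%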;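 also: fluorescence of freed AMC excited at 355 nm; 0% = enzyme without compound and 100% = no enzyme blank; many of its hits are not listed in these tables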
Active calls of the source: *; · = no result given. An excerpt; the hit share may differ from the screen's.

SMILES | FXIIa inh 1536 | TNF death inh | zVAD death inh | Hck Nef HTS | KLK5 inh | KCC2 mod | Thrombin inh | Rad51 HR inh | FXIa inh
N#Cc1ccc(N2CCCC2C(=O)O)c([N+](=O)[O-])c1 (stereo not drawn) | 18 | -0.7 | 1.5 | 0 | -15 | · | 6 | 10 | 3
O=C1Nc2ccccc2C1(O)C/C(=N/O)c1ccccc1 (stereo not drawn) | 5 | -0.1 | 1.6 | 17 | -2 | -0.095 | · | -1 | 2
Cn1c(O)c(N=NC(=O)Cn2ccc(C(F)(F)F)n2)c2ccccc21 | 10 | 1.1 | 0.2 | 3 | -20 | 0.0011 | -3 | 2 | 3
Cc1ccccc1S(=O)(=O)Cc1ccc(C(=O)NCCCN2CCN(C)CC2)o1 | 21 | -2.2 | -0.1 | 4 | -11 | 0.93 | -4 | 2 | 3
O=C(Nc1ccccc1)c1ccc(NCCc2ccccc2)c([N+](=O)[O-])c1 | 12 | 0.8 | 2.4 | 3 | -3 | -1.8 | -4 | -320 | 5
O=C1C2C3C=CC(CC3)C2C(=O)N1c1nccs1 (stereo not drawn) | 6 | 1.9 | 0.4 | 8 | -21 | 0.13 | -2 | 7 | 2
CCN1C(=O)C(CC(=O)Nc2ccc(OC)cc2)N(CCCN2CCN(c3ccc(OC)cc3)CC2)C1=S (stereo not drawn) | 7 | -2.4 | 1.4 | 26 | -6 | 0.31 | -8 | -18 | -1
CC(C)NC(=O)c1cc(-c2cccs2)on1 | 0 | -4.5 | 0.9 | -1 | 9 | · | 1 | -1 | -1
CC(OC(=O)CN1C(=O)C2CCCCC2C1=O)C(=O)Nc1ncc(Cl)cc1Cl (stereo not drawn) | -8 | -4.0 | 0.0 | 0 | -6 | 0.57 | -6 | 1 | -13
CCOc1ccc(C(CC(=O)O)NS(=O)(=O)c2ccc(C)cc2)cc1OC (stereo not drawn) | 16 | 1.0 | 1.2 | 8 | -4 | 1.1 | 4 | · | -4
O=C1NC2(CCCCCC2)N=C1c1ccc(Br)cc1 | 8 | 1.2 | 1.8 | 1 | 5 | 0.26 | 0 | -11 | 2
Cc1ccc(CNC(=S)Nc2cc(C)ccc2OC(F)F)cc1 | -4 | -9.8 | -0.1 | -1 | -11 | -1.4 | -1 | -66 | -7
COc1cccc(C(=O)Nc2cccc(C(=O)N3CCOCC3)c2)c1 | 4 | -0.7 | -0.4 | 15 | 2 | 0.19 | -6 | -11 | 4
COc1ccc(O)c(C(=O)CC(=O)c2ccccc2)c1 | 20 | -7.4 | 1.9 | -2 | -4 | 22* | -1 | 12 | 6
CCOCCCNC(=O)C(c1ccc(C)cc1)N(Cc1ccc2c(c1)OCO2)C(=O)c1cnccn1 (stereo not drawn) | -16 | -0.9 | 0.0 | 0 | 0 | 1.5 | -4 | -1 | -6
O=C(Nc1nc(-c2ccccn2)cs1)c1cccc(-n2cnnn2)c1 | 32 | -13 | 3.9 | -24 | 13 | -1.5 | 16 | -16 | 28
Cc1ccc(NC(=O)C(C)c2cccc(C(=O)c3ccccc3)c2)cc1O (stereo not drawn) | 8 | -14 | 0.1 | 2 | -10 | -2.7 | 2 | · | 3
CCN(CC)C(=S)SCC(=O)Nc1ncc2c(n1)CCCC2=O | 10 | 0.3 | 0.6 | 8 | 2 | -0.95 | 0 | 4 | -4
Nc1nonc1-c1nc2ccccc2n1CC(=O)N1CCCCC1 | 6 | 1.6 | 0.5 | -2 | -2 | -0.69 | -6 | 10 | 1
CN(Cc1ccccc1)C(=S)Nc1ccc2nc3n(c(=O)c2c1)CCCCC3 | 4 | 0.7 | 2.0 | -12 | -1 | 0.025 | -2 | 9 | -2
COc1ccc(Nc2ncnc3c2cnn3Cc2ccccc2)cc1OC | 9 | -14 | 0.0 | 1 | 25 | 0.76 | 5 | 2 | 1
COc1cccc(Nc2nc(=O)[nH]nc2C)c1 | 3 | -1.5 | 0.1 | 0 | -1 | 0.015 | -6 | -5 | 1
CC(C)(C)c1cc(CCC(=O)NNC(=O)c2ccco2)cc(C(C)(C)C)c1O | 12 | 1.5 | -0.3 | 3 | -3 | 0.047 | 3 | · | 9
Cc1ccc(SCc2[nH]nc3c2C2(C(=O)Nc4ccc([N+](=O)[O-])cc42)C(C#N)=C(N)O3)cc1 (stereo not drawn) | 16 | -7.6 | 0.1 | 2 | -2 | · | 6 | 3 | 2
CCOC(=O)N1CCc2c(sc(NC(=O)CN3CCOCC3)c2C#N)C1 | 0 | 3.2 | -0.2 | 17 | -11 | 1.4 | 3 | 18 | 4

A draw from above in order of SMILES length, falling:
SMILES | FXIIa inh 1536 | TNF death inh | zVAD death inh | Hck Nef HTS | KLK5 inh | KCC2 mod | Thrombin inh | Rad51 HR inh | FXIa inh
CC(OC(=O)CN1C(=O)C2CCCCC2C1=O)C(=O)Nc1ncc(Cl)cc1Cl (stereo not drawn) | -8 | -4.0 | 0.0 | 0 | -6 | 0.57 | -6 | 1 | -13
N#Cc1ccc(N2CCCC2C(=O)O)c([N+](=O)[O-])c1 (stereo not drawn) | 18 | -0.7 | 1.5 | 0 | -15 | · | 6 | 10 | 3
Cc1ccc(CNC(=S)Nc2cc(C)ccc2OC(F)F)cc1 | -4 | -9.8 | -0.1 | -1 | -11 | -1.4 | -1 | -66 | -7

The listing continues:
SMILES | FXIIa inh 1536 | TNF death inh | zVAD death inh | Hck Nef HTS | KLK5 inh | KCC2 mod | Thrombin inh | Rad51 HR inh | FXIa inh
COC(=O)c1cc(C(C)=O)n2ccccc12 | 4 | -2.4 | 0.8 | -19 | -27 | 0.82 | 0 | 10 | -15
CCOC(=O)c1ccc(NC(=O)c2ccccc2)cc1 | 5 | 1.2 | -0.1 | 8 | 2 | 2.3 | -3 | 0 | -1
O=c1ccccn1CCOc1ccc(Cl)cc1 | 2 | 2.3 | 0.2 | 8 | 3 | -0.5 | -3 | -32 | 2
N=C1C(c2nc3ccccc3s2)=C(O)CN1NC(=O)c1ccco1 | 9 | 0.5 | 0.9 | 5 | -5 | -0.26 | 3 | -4 | -3
CCCC1CCc2c(sc(N)c2C(N)=O)C1 (stereo not drawn) | 13 | -2.1 | 0.8 | 2 | -11 | 0.55 | -1 | 4 | 1
Cc1ccc(CN(N=Nc2nonc2N)c2nonc2N)c(C)c1 | 13 | -4.6 | 0.1 | 1 | -5 | -0.77 | 1 | -1 | 4
COc1cc(Cl)c(C)cc1NC(=O)COC(=O)c1cnc(C)cn1 | 7 | -2.1 | -0.2 | 1 | -10 | -2 | -4 | -4 | -3
Cc1cccc(Oc2sc(C(=O)c3ccccc3)c(N)c2C#N)c1C | 9 | -9.1 | 0.1 | 0 | 4 | 0.0029 | 0 | · | 2
CCOC(=O)c1ccc(NC(=O)N2CCc3ccccc32)cc1 | 6 | -3.0 | -0.5 | -17 | -16 | 0.34 | -10 | 5 | 5
CC(=O)c1ccc(NC(=S)N(CCCN(C)C)Cc2ccccc2)cc1 | 4 | 4.7 | -0.5 | 6 | 5 | -0.032 | -2 | -20 | 9
COc1ccc(OC)c(-n2cnc3cc(C(=O)O)ccc32)c1 | 14 | 0.1 | 0.2 | 1 | -19 | 0.3 | 2 | 3 | 6
Cc1ccc(C(CCNC(C)c2cccs2)c2ccco2)cc1 (stereo not drawn) | 6 | 3.3 | -0.1 | 5 | -8 | -0.19 | -1 | 3 | 5
CCCCCOC(=O)Cn1c(=O)oc2ccccc21 | 2 | 0.5 | -1.6 | -8 | -18 | 0.033 | -4 | -6 | -2
COc1ccccc1C(=O)Nc1nc(-c2ccc(S(=O)(=O)N3CCOCC3)cc2)cs1 | -5 | -8.9 | 1.2 | -2 | -22 | 0.29 | -8 | 3 | 4
O=C(CN1C(=O)NC(c2ccccc2)(c2ccccc2)C1=O)c1c[nH]c2ccccc12 | 6 | -2.6 | 1.0 | 9 | 0 | 0.47 | -4 | 0 | -2
CC1CCCC(NC(=O)COC(=O)c2ccccc2NC(=O)c2ccco2)C1C (stereo not drawn) | 3 | 0.0 | -0.3 | 17 | -34 | 0.031 | -5 | -3 | -22
Nc1ccc(Br)c2cccnc12 | 7 | -6.6 | 3.3 | 23 | 3 | 0.25 | -8 | 3 | 0
C/C(CCc1ccc2c(c1)OCO2)=N\N=C1\NC(=O)CC(C(=O)Nc2ccc(Cl)cc2)S1 (stereo not drawn) | 9 | -1.9 | -0.1 | 1 | -28 | 0.08 | 5 | -6 | 3
COC(=O)c1nn(-c2ccc(OC)cc2)c(=O)cc1Oc1cccc(Cl)c1 | -4 | -4.3 | 0.0 | 0 | 2 | 0.026 | 1 | -3 | -4
CC(=O)c1cc(F)c(N2CCCC2)cc1C | 12 | -0.2 | 0.2 | 2 | 0 | · | 1 | -10 | 5
CS(=O)(=O)N(CC(=O)N/N=C/c1cc2c(cc1Br)OCO2)c1ccccc1Br | 0 | -4.2 | 0.1 | 1 | -1 | 5.1* | -2 | · | -16
Cc1ccc(C(=O)c2oc3ccccc3c2NC(=O)c2cc(-c3ccccc3O)n[nH]2)cc1 | 10 | 3.9 | 1.2 | 0 | -6 | 0.69 | 0 | · | -1
O=C1N=C2N(CCN3CCCCC3)c3ccccc3N2/C1=C\c1ccc([N+](=O)[O-])o1 | 6 | -14 | 75* | 38 | -9 | · | -9 | 3 | -3
O=C(NN1C(=O)C2C3C=CC([C@@H]2C1=O)C31CC1)c1ccccc1 (stereo partly drawn) | 7 | 1.1 | 1.1 | 16 | -2 | -0.011 | -2 | 10 | -1
CN1CCCN(C(=O)CC2(CC(=O)O)CCCC2)CC1 | 1 | 1.6 | -0.1 | 23 | -5 | 0.093 | · | -1 | 2

Next part
SMILES | FXIIa inh 1536 | TNF death inh | zVAD death inh | Hck Nef HTS | KLK5 inh | KCC2 mod | Thrombin inh | Rad51 HR inh | FXIa inh
CNCCCOc1cc(C)cc(C)c1C | 3 | 4.3 | 5.6 | 18 | -4 | 0.53 | 4 | 1 | -6
OC(COCc1cccs1)CN1CCN(c2cccc(C(F)(F)F)c2)CC1 (stereo not drawn) | 10 | 2.9 | 2.4 | 2 | -3 | -0.053 | 2 | 9 | 9
O=C(Nc1nnc(-c2ccc(Cl)cc2)o1)NC1CCCCC1 | 8 | 1.4 | 1.0 | -2 | -25 | 0.94 | -1 | 1 | -4
Cc1c(Cl)cccc1S(=O)(=O)Nc1ccnn1C | 5 | 0.0 | 0.5 | 1 | -10 | -0.41 | -8 | 12 | 2
CCOc1ccc(NC(=S)NC(=O)/C=C/c2ccc(Br)cc2)c([N+](=O)[O-])c1 | 0 | 1.2 | 0.1 | 24 | -1 | 0.94 | -8 | 2 | -6
COc1ccc(CCNC(=O)CN2C(=O)NC(CCSC)C2=O)cc1 (stereo not drawn) | 8 | -0.3 | 3.2 | -7 | -3 | 0.78 | -8 | -3 | -5
Cc1cc(C)cc(OCC(=O)Nc2cccc(C(=O)O)c2)c1 | 8 | 1.3 | 0.0 | 5 | -6 | -0.82 | 0 | -2 | 1
CCN(CC)C(=O)Cn1cnc2sc(C(=O)Nc3cc(OC)c(OC)c(OC)c3)c(C)c2c1=O | 13 | -1.5 | -0.4 | -3 | -15 | · | -3 | 2 | 3
CCn1cc(C(=O)Nc2cccc(NC(C)=O)c2)c2cc(OC)c(OC)cc2c1=O | 19 | -0.4 | 2.2 | 6 | 1 | 1.1 | 6 | · | 4
